Compound activity: PubChem BioAssay, several laboratories
AGP1 TOR yeast: modulators of TOR pathway AGP1-GFP in S. cerevisiae; S. cerevisiae AGP1-GFP multiplex flow cytometry, 3 h; GFP as percent of DMSO wells; GFP response vs DMSO, % at 10 µM; actives 0.02% (n = 320,000); AID 2066;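 active = GFP response relative to DMSO above a set limit, near screen average plus 3 SD, cut at about 150% in these data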;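 also: median GFP channel fluorescence of the gated AGP1 strain per well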
proCasp7 act: activates human procaspase-7, counter-screen for procaspase-3 activators | P55210 | recombinant procaspase-7, Ac-DEVD-pNA absorbance 405 nm; D23A/D198A/D206A triple mutant, cannot self-cleave; scale: DMSO 0, 5 µM enzyme 100 | activation, % at 8.5 µM | actives 0.093% (n = 330,000) | AID 463210;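 active = percent activation above the screen-wide mean plus 3 SD, cut at about 25% in these data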
Target sequence (P55210 whole entry D23A/D198A/D206A): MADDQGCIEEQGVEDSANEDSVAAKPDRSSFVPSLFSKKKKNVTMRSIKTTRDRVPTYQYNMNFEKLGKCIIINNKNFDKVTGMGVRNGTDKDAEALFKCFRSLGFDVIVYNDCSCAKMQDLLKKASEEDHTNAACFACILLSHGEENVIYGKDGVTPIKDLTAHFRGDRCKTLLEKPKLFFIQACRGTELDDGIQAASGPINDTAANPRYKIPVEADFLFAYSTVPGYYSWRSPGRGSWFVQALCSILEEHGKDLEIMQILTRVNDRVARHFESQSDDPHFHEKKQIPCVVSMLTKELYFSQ
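Detection: p-Nitroaniline absorbance at 405 nm, read at 0 and 120 min; system: Uncleavable procaspase-7 mutant enzyme; evaluation: % activation from two-timepoint absorbance difference, scaled to controls; times: 1 h enzyme–compound preincubation and 2 h substrate reaction, both 25 °C; buffer or medium: Zinc-free HEPES pH 7.4 with 300 mM NaCl, 0.01% Triton X-100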
AHR activator: activators of human aryl hydrocarbon receptor. actives 2.5% (n = 320,000). activation, % at 5 µM. AID 2796. P35869. AHR-responsive luciferase reporter cells, luminescence; in the data active = activation above about 47%;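 also: 0% = vehicle wells and 100% = reference agonist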
proCasp3 act: activators of human procaspase-3 | recombinant procaspase-3 D3A, Ac-DEVD-pNA absorbance 405 nm | activation, % at 8.5 µM | actives 0.11% (n = 330,000);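 active = activation above the mean of all tested compounds plus 3 SD, cut at about 21% in these data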;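 also: 0% = DMSO alone and 100% = DMSO wells spiked with extra 5 µM PC-3 D3A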
Target sequence (P42574 whole entry D9A/D28A/D175A): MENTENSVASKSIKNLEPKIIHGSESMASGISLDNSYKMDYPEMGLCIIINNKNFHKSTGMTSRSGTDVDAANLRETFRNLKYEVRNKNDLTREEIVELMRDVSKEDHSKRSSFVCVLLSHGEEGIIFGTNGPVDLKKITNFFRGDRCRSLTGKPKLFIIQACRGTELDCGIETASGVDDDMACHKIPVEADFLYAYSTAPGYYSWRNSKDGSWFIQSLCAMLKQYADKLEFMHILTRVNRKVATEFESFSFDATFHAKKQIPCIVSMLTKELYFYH
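Assay system – Procaspase-3 D3A mutant · Benchmarks – DMSO low control, extra-enzyme high control · Technique – 405 nm absorbance of p-nitroaniline, reads at 0 and 120 min · Doses – 8.5 µM nominal · Measure – % activation between DMSO and enzyme-spiked controls · Also added – Ac-DEVD-pNA chromogenic peptide substrate · Schedule – 1 h compound preincubation, 2 h substrate hydrolysis at 25 °C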
MEP2-GFP yeast: alters MEP2-GFP fluorescence in TOR pathway yeast screen; S. cerevisiae MEP2-GFP strain, flow cytometry GFP, 3 h; 100% = DMSO control level; GFP response vs DMSO, % at 10 µM; actives 0.51% (n = 330,000); AID 2016;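 active = GFP response versus DMSO above a set limit, roughly screen mean plus 3 SD, cut at about 180% in these data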;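 also: median GFP fluorescence of the barcode-gated MEP2-GFP cells per well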
CIT2-GFP yeast: modulators of TOR pathway CIT2-GFP in S. cerevisiae; actives 0.065% (n = 320,000); GFP response vs DMSO, % at 10 µM; AID 2029; S. cerevisiae CIT2-GFP strain, flow cytometry, 3 h; 100 means same as DMSO wells;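 active = GFP response relative to DMSO above a set limit, near the screen mean plus 3 SD, cut at about 150% in these data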;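 also: ratio of well median GFP fluorescence to mean of DMSO wells on the plate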
RPL19A-GFP yeast: alters RPL19A-GFP fluorescence in TOR pathway yeast screen; S. cerevisiae RPL19A-GFP strain, flow cytometry, 3 h; hits give low values; actives 0.3% (n = 330,000); percent response vs DMSO, % at 10 µM;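 active = percent response vs DMSO below 50%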;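 also: median channel GFP fluorescence of the barcoded RPL19A-GFP strain; ratio of sample median GFP to plate DMSO average so 100% = DMSO; lower means less RPL19A-GFP as with rapamycin TOR inhibition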
LAP4-GFP MLPCN: modulators of TOR pathway LAP4-GFP in S. cerevisiae | S. cerevisiae LAP4-GFP multiplex, flow cytometry GFP, 3 h; median GFP as percent of DMSO wells | GFP response vs DMSO, % at 10 µM | actives 0.34% (n = 320,000) | AID 2023;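 active = GFP response vs DMSO above a set limit, about the screen mean plus 3 SD, cut at about 150% in these data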
* marks the source's active call; other numbers are inactive results.

Sample of the layout, four compounds:
What do the screens show for `C/C(=N\O)C(C)/[N+]([O-])=C/c1nc(C)c(C)n1O` (configuration not stated)?
AGP1 TOR yeast: 94; proCasp7 act: 5; AHR activator: 3; proCasp3 act: 3; MEP2-GFP yeast: 110; CIT2-GFP yeast: 98; RPL19A-GFP yeast: 97; LAP4-GFP MLPCN: 100

Results for COc1ccc(-n2nnnc2SCC(=O)NNC(=O)c2ccc([N+](=O)[O-])cc2)cc1 ?
AGP1 TOR yeast: 100; proCasp7 act: -2; AHR activator: -1; proCasp3 act: -1; MEP2-GFP yeast: 105; CIT2-GFP yeast: 105; RPL19A-GFP yeast: 104; LAP4-GFP MLPCN: 93

How did O=C(Nc1c2c(nn1-c1ccc(F)cc1)CS(=O)(=O)C2)C1CCCC1 do in these assays?
AGP1 TOR yeast: 97; proCasp7 act: -4; AHR activator: 0; proCasp3 act: 2; MEP2-GFP yeast: 99; CIT2-GFP yeast: 100; RPL19A-GFP yeast: 97; LAP4-GFP MLPCN: 88

What do the screens show for `CC(CCc1ccccc1)NC(=O)c1ccc(F)cc1` (configuration not stated)?
AGP1 TOR yeast: 98; proCasp7 act: 0; AHR activator: 0; proCasp3 act: 1; MEP2-GFP yeast: 101; CIT2-GFP yeast: 94; RPL19A-GFP yeast: 104; LAP4-GFP MLPCN: 104

The list itself, from the first entry:
What do the screens show for `C/C(=N\O)C(C)/[N+]([O-])=C/c1nc(C)c(C)n1O` (configuration not stated)?
AGP1 TOR yeast: 94; proCasp7 act: 5; AHR activator: 3; proCasp3 act: 3; MEP2-GFP yeast: 110; CIT2-GFP yeast: 98; RPL19A-GFP yeast: 97; LAP4-GFP MLPCN: 100

Results for COc1ccc(-n2nnnc2SCC(=O)NNC(=O)c2ccc([N+](=O)[O-])cc2)cc1 ?
AGP1 TOR yeast: 100; proCasp7 act: -2; AHR activator: -1; proCasp3 act: -1; MEP2-GFP yeast: 105; CIT2-GFP yeast: 105; RPL19A-GFP yeast: 104; LAP4-GFP MLPCN: 93

How did O=C(Nc1c2c(nn1-c1ccc(F)cc1)CS(=O)(=O)C2)C1CCCC1 do in these assays?
AGP1 TOR yeast: 97; proCasp7 act: -4; AHR activator: 0; proCasp3 act: 2; MEP2-GFP yeast: 99; CIT2-GFP yeast: 100; RPL19A-GFP yeast: 97; LAP4-GFP MLPCN: 88

What do the screens show for `CC(CCc1ccccc1)NC(=O)c1ccc(F)cc1` (configuration not stated)?
AGP1 TOR yeast: 98; proCasp7 act: 0; AHR activator: 0; proCasp3 act: 1; MEP2-GFP yeast: 101; CIT2-GFP yeast: 94; RPL19A-GFP yeast: 104; LAP4-GFP MLPCN: 104

Results for O=C(Nc1nc2ccc(S(=O)(=O)N3CCCC3)cc2s1)C1CCCCC1 ?
AGP1 TOR yeast: 99; proCasp7 act: -1; AHR activator: 2; proCasp3 act: 2; MEP2-GFP yeast: 97; CIT2-GFP yeast: 93; RPL19A-GFP yeast: 95; LAP4-GFP MLPCN: 99

How did COC(=O)CSC1=C(C#N)C(c2ccc(C)o2)CC(=O)N1 (configuration not stated) do in these assays?
AGP1 TOR yeast: 101; proCasp7 act: 2; AHR activator: -1; proCasp3 act: -2; MEP2-GFP yeast: 100; CIT2-GFP yeast: 95; RPL19A-GFP yeast: 99; LAP4-GFP MLPCN: 107

How did CCCCCCC(=O)N(O)C1CC(=O)N(c2ccc(Cl)cc2)C1=O (configuration not stated) do in these assays?
AGP1 TOR yeast: 95; proCasp7 act: -28; AHR activator: -4; proCasp3 act: -31; MEP2-GFP yeast: 88; CIT2-GFP yeast: 89; RPL19A-GFP yeast: 98; LAP4-GFP MLPCN: 108

Results for Cc1ccc(CN(c2ccc(C(=O)N3CCCC3)cc2)S(C)(=O)=O)cc1 ?
AGP1 TOR yeast: 100; proCasp7 act: 8; AHR activator: 5; proCasp3 act: -1; MEP2-GFP yeast: 99; CIT2-GFP yeast: 98; RPL19A-GFP yeast: 97; LAP4-GFP MLPCN: 102

What do the screens show for `O=C(CCCOc1ccc(Cl)cc1Cl)Nc1ccc(O)cc1C(=O)O`?
AGP1 TOR yeast: 104; proCasp7 act: 9; AHR activator: 2; proCasp3 act: 1; MEP2-GFP yeast: 101; CIT2-GFP yeast: 88; RPL19A-GFP yeast: 104; LAP4-GFP MLPCN: 107

How did O=C(CCN1CCCCC1)Nn1c(=S)[nH]c2ccccc2c1=O do in these assays?
AGP1 TOR yeast: 96; proCasp7 act: 6; AHR activator: 0; proCasp3 act: 3; MEP2-GFP yeast: 99; CIT2-GFP yeast: 101; RPL19A-GFP yeast: 96; LAP4-GFP MLPCN: 102

Results for COCCn1c(=O)[nH]c2cc(C(=O)N3CCN(c4ccc(OC)cc4)CC3)ccc2c1=O ?
AGP1 TOR yeast: 86; proCasp7 act: -7; AHR activator: 0; proCasp3 act: -7; MEP2-GFP yeast: 97; CIT2-GFP yeast: 90; RPL19A-GFP yeast: 92; LAP4-GFP MLPCN: 83

What do the screens show for `CC(=O)Cc1nsc(Nc2ccc(Cl)cc2)n1`?
AGP1 TOR yeast: 102; proCasp7 act: 14; AHR activator: 25; proCasp3 act: 5; MEP2-GFP yeast: 97; CIT2-GFP yeast: 102; RPL19A-GFP yeast: 104; LAP4-GFP MLPCN: 110

How did CCOc1cc(-c2noc(CCC(=O)N3CCOCC3)n2)ccc1OC do in these assays?
AGP1 TOR yeast: 98; proCasp7 act: 1; AHR activator: 1; proCasp3 act: -3; MEP2-GFP yeast: 104; CIT2-GFP yeast: 98; RPL19A-GFP yeast: 99; LAP4-GFP MLPCN: 102

Results for CC(=N[C@@H]1CCCC[C@H]1N=C(C)c1ccccc1O)c1ccccc1O ?
AGP1 TOR yeast: 91; proCasp7 act: -11; AHR activator: -3; proCasp3 act: 2; MEP2-GFP yeast: 96; CIT2-GFP yeast: 94; RPL19A-GFP yeast: 102; LAP4-GFP MLPCN: 81

What do the screens show for `COc1ccc(N2CCN(c3nc(C)c(C)c(=O)[nH]3)CC2)cc1`?
AGP1 TOR yeast: 105; proCasp7 act: -2; AHR activator: -4; proCasp3 act: 0; MEP2-GFP yeast: 107; CIT2-GFP yeast: 102; RPL19A-GFP yeast: 108; LAP4-GFP MLPCN: 93

How did O=C(COc1ccc2ccccc2c1)NNC(=O)c1cccs1 do in these assays?
AGP1 TOR yeast: 108; proCasp7 act: -1; AHR activator: 37; proCasp3 act: 0; MEP2-GFP yeast: 106; CIT2-GFP yeast: 112; RPL19A-GFP yeast: 110; LAP4-GFP MLPCN: 96

How did Cc1cc(C)n(CCC(=O)N/N=C/c2cccc([N+](=O)[O-])c2)n1 do in these assays?
AGP1 TOR yeast: 107; proCasp7 act: -1; AHR activator: 6; proCasp3 act: -4; MEP2-GFP yeast: 106; CIT2-GFP yeast: 97; RPL19A-GFP yeast: 94; LAP4-GFP MLPCN: 122

How did Cc1ccc(CNC(=O)CNC(=O)c2c(C)nn(C)c2Cl)cc1 do in these assays?
AGP1 TOR yeast: 103; proCasp7 act: 1; AHR activator: -1; proCasp3 act: 1; MEP2-GFP yeast: 102; CIT2-GFP yeast: 99; RPL19A-GFP yeast: 99; LAP4-GFP MLPCN: 101

Results for Cc1cccc(C(=O)OCCN2CCOCC2)c1 ?
AGP1 TOR yeast: 102; proCasp7 act: -9; AHR activator: 0; proCasp3 act: 6; MEP2-GFP yeast: 112; CIT2-GFP yeast: 104; RPL19A-GFP yeast: 106; LAP4-GFP MLPCN: 98

How did CSc1ccc(S(=O)(=O)NCC(=O)OCC(=O)NCC2CCCO2)cc1[N+](=O)[O-] (configuration not stated) do in these assays?
AGP1 TOR yeast: 109; proCasp7 act: 4; AHR activator: 0; proCasp3 act: -6; MEP2-GFP yeast: 102; CIT2-GFP yeast: 96; RPL19A-GFP yeast: 98; LAP4-GFP MLPCN: 107

Results for O=C(/C=C\Nc1ccccn1)c1ccc(Cl)cc1 ?
AGP1 TOR yeast: 94; proCasp7 act: 6; AHR activator: -2; proCasp3 act: -2; MEP2-GFP yeast: 115; CIT2-GFP yeast: 93; RPL19A-GFP yeast: 97; LAP4-GFP MLPCN: 111

What do the screens show for `Cc1ccn2c(=O)c(C(=O)NCCC3=CCCCC3)c(O)nc2c1`?
AGP1 TOR yeast: 97; proCasp7 act: -3; AHR activator: 3; proCasp3 act: 0; MEP2-GFP yeast: 89; CIT2-GFP yeast: 97; RPL19A-GFP yeast: 101; LAP4-GFP MLPCN: 89

Results for CC1Cc2nc(SCC(=O)Nc3ccc(F)cc3)n(C)c(=O)c2S1 (configuration not stated) ?
AGP1 TOR yeast: 104; proCasp7 act: 6; AHR activator: -3; proCasp3 act: 2; MEP2-GFP yeast: 105; CIT2-GFP yeast: 105; RPL19A-GFP yeast: 108; LAP4-GFP MLPCN: 103

How did Cc1ccc([C@H]2C(C(=O)O)=CC[C@@H](c3cccc(C)c3)N2S(=O)(=O)c2ccc(C)cc2)cc1 do in these assays?
AGP1 TOR yeast: 87; proCasp7 act: 1; AHR activator: 0; proCasp3 act: 2; MEP2-GFP yeast: 90; CIT2-GFP yeast: 89; RPL19A-GFP yeast: 87; LAP4-GFP MLPCN: 81

What do the screens show for `COc1ccc(Cn2c(C3CC3)nc3ccc(NC(C)=O)cc3c2=O)cc1`?
AGP1 TOR yeast: 88; proCasp7 act: -6; AHR activator: 26; proCasp3 act: -7; MEP2-GFP yeast: 83; CIT2-GFP yeast: 82; RPL19A-GFP yeast: 94; LAP4-GFP MLPCN: 88

What do the screens show for `Cc1c(N2C(=O)/C(=C\C3CC=CCC3)SC2=S)c(=O)n(-c2ccccc2)n1C` (configuration not stated)?
AGP1 TOR yeast: 105; proCasp7 act: -25; AHR activator: 2; proCasp3 act: -15; MEP2-GFP yeast: 100; CIT2-GFP yeast: 103; RPL19A-GFP yeast: 101; LAP4-GFP MLPCN: 97

How did O=C(NCc1ccco1)c1ccc2c(c1)C(=O)N(Cc1ccccc1)C2=O do in these assays?
AGP1 TOR yeast: 94; proCasp7 act: 0; AHR activator: 3; proCasp3 act: 7; MEP2-GFP yeast: 96; CIT2-GFP yeast: 83; RPL19A-GFP yeast: 94; LAP4-GFP MLPCN: 99

How did CCOc1ccc(NC(=O)CN(C)C(=O)CCCc2nc3ccccc3c(=O)[nH]2)cc1OCC do in these assays?
AGP1 TOR yeast: 110; proCasp7 act: 3; AHR activator: 8; proCasp3 act: -5; MEP2-GFP yeast: 103; CIT2-GFP yeast: 108; RPL19A-GFP yeast: 101; LAP4-GFP MLPCN: 100

How did COc1ccc(-c2cc3c(=O)n(CC(=O)NCCCN4CCN(Cc5ccccc5)CC4)ncn3n2)cc1 do in these assays?
AGP1 TOR yeast: 100; proCasp7 act: -1; AHR activator: 0; proCasp3 act: 0; MEP2-GFP yeast: 97; CIT2-GFP yeast: 98; RPL19A-GFP yeast: 100; LAP4-GFP MLPCN: 107

What do the screens show for `COc1ccc(/C=N/N(C)C2=NCCN2)c(OC)c1OC`?
AGP1 TOR yeast: 101; proCasp7 act: 5; AHR activator: 18; proCasp3 act: 0; MEP2-GFP yeast: 96; CIT2-GFP yeast: 102; RPL19A-GFP yeast: 104; LAP4-GFP MLPCN: 92
